BAZ2B block: qHTS Assay for Inhibitors of BAZ2B; Bromodomain adjacent to zinc finger domain protein 2B (Homo sapiens), Q9UIF8; AlphaScreen BAZ2B-H3K14Ac peptide displacement; Potency, µM (highest dose often 114 µM), without a hit: at the highest dose activity change, negative = inhibition, usual class: inhibitors; actives 4.4% (n = 360,000); note: potency is the fitted concentration of half-maximal effect; % is set by controls: 0 for no effect and ±100 for the full control effect; nearly all actives have a fitted effect of over 60% in size
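Protein-peptide AlphaScreen: BAZ2B 50 nM, b-H3K14Ac 50 nM, 1x PBS pH 7.4 + 0.01% Tween-20. Preincubation 30 min RT; cpd 30 min RT (top 110 uM); beads 20 min RT, light-protected.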
PI4K2A block: qHTS for small molecular inhibitors of PI4K2A | Phosphatidylinositol 4-kinase type 2-alpha (Homo sapiens), Q9BTU6 | purified PI4K2A, ADP-Glo luminescence, 1 h; active compounds read low | activity change, negative = inhibition, % at 76.9 µM | actives 0.13% (n = 420,000) | AID 1346378, 2018; in the data active = activity change below about -50%; inconclusive = mostly about -30% to -49%;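 note: -100% = wells without enzyme as full effect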
Target sequence (Q9BTU6 whole entry, looked up): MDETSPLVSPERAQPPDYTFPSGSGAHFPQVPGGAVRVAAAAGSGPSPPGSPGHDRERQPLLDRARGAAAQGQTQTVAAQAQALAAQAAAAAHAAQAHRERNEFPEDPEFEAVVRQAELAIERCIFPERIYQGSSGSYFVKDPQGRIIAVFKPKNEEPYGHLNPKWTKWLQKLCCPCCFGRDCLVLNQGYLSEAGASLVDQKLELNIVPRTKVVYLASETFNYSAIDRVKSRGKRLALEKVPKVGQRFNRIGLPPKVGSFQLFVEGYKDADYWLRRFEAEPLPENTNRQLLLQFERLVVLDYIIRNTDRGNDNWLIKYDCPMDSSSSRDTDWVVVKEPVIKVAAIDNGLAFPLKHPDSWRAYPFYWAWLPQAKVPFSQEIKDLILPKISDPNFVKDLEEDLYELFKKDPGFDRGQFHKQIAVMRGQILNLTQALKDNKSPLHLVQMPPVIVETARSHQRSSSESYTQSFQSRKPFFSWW
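ADP-Glo luminescence measured ADP generated by PI4K2A enzyme (4 ug/mL before mixing) with 1.2 mM PI substrate (pre-mix) and 300 microM ATP (pre-mix). Tris pH7.5 buffer with MgCl2, Triton X-100; 1 h reaction at ambient temperature.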
GLS inhibitor: qHTS for Inhibitors of Glutaminase (GLS). Glutaminase kidney isoform, mitochondrial (Homo sapiens), O94925. GLS enzymatic activity, qHTS titration. Potency, µM (doses to about 45.5 µM), inactives show at the highest dose activity change, negative = inhibition, usual class: inhibitors. actives 0.21% (n = 410,000); note: potency is the fitted concentration of half-maximal effect; % is set by controls: 0 for no effect and ±100 for the full control effect
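Enzyme dispensed in phosphate buffer (45 mM, pH 8.2, 0.02% Tween-20), compounds pinned in, then 1 mM L-glutamine solution and the glutamate oxidase–HRP–Amplex Red mix added; fluorescence read immediately and again after 30 min at room temperature.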
HP1b chromo inh: HTS for Inhibitors of HP1-beta Chromodomain Interactions with Methylated Histone Tails; Chromobox protein homolog 1 (Homo sapiens), P83916; AlphaScreen HP1-beta / biotin-H3K9me3 peptide binding; Potency, µM (doses to about 114 µM), for inactives: at the highest dose activity change, negative = inhibition, most hits filed as inhibitors; actives 0.56% (n = 390,000); note: potency is the fitted concentration of half-maximal effect; nearly all actives have a fitted effect of over 70% in size; inactives centre near 23
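Compound inhibition of the preformed complex between 50 nM HP1-beta and 50 nM biotinylated H3K9me3 peptide was read by AlphaScreen. Buffer was PBS pH 7.4 with 0.01% Tween-20. Incubations ran 30 min at room temperature, with 10 ug/mL donor/acceptor beads.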
JMJD2A Tudor: qHTS Assay for Inhibitors of JMJD2A-Tudor Domain; Lysine-specific demethylase 4A (Homo sapiens), O75164; AlphaScreen JMJD2A-Tudor / H3K4me3 peptide binding; Potency, µM (top dose mostly 114 µM), without a hit: top-dose activity change, negative = inhibition, usual class: inhibitors; actives 4.4% (n = 390,000); note: potency is the fitted concentration of half-maximal effect; % is set by controls: 0 for no effect and ±100 for the full control effect; nearly all actives have a fitted effect of over 50% in size
Pin1 inhibitor: qHTS Assay to Find Inhibitors of Pin1 | Pin1 FP peptide displacement, HiFluor488, 10 min | actives 0.009% (n = 390,000) | Potency, µM (highest dose often 115 µM), for inactives: at the highest dose activity, negative = inhibition, hits mostly inhibitors; active = well fitted inhibition curve with a large enough effect in the polarisation, with a control signal flat, not every such curve was filed as active; inconclusive = small, poorly fitted or top-dose-only effect, or effect the other way, or a change in a side signal; inactive = no such curve, though single readings can be large or run the other way; the % refers to the polarisation; note: potency is the fitted concentration of half-maximal effect; % is set by controls: 0 for no effect and ±100 for the full control effect
ERG-DNA inh: qHTS for Small Molecule Inhibitors of the ERG Ets/DNA interaction; actives 0.028% (n = 370,000); fluorescence polarization, His-ERG Ets domain / labelled DNA; AID 624246, 2012; Transcriptional regulator ERG (Homo sapiens), P11308; Potency, µM (doses to about 76.9 µM), inactives show at the highest dose FP activity, negative = inhibition, actives largely listed as inhibitors; active = well fitted inhibition curve with a large enough effect in the polarisation, with a control signal flat; inconclusive = small, poorly fitted or top-dose-only effect, or effect the other way, or a change in a side signal; inactive = no such curve, though single readings can be large or run the other way; the % refers to the polarisation;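 note: polarization taken with two DNA probes labelled with fluorescein and Texas red; potency is the fitted concentration of half-maximal effect; % of control where 0% means no effect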
Target sequence (P11308 whole entry, looked up, the tested form may be a part): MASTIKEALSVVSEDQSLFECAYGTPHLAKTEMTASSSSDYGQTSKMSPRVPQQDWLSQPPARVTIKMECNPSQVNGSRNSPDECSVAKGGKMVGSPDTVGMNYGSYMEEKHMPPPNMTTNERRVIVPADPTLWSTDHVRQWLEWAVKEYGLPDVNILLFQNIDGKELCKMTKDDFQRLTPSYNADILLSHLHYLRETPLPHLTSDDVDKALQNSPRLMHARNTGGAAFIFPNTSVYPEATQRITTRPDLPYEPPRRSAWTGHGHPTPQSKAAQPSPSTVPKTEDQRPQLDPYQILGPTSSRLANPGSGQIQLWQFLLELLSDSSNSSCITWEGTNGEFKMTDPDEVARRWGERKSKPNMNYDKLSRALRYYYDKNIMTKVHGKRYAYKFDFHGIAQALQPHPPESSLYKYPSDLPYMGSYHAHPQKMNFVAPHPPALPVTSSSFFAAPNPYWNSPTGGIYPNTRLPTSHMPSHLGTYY
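His-tagged ERG Ets domain (1 uM in the protein solution; 300mM KCl, 50mM Tris-HCl, 1mM EDTA, 1mM DTT, pH 7.5) received compound, then a probe mix of 5 nM fluorescein-DNA and 100nM Texas-615-DNA. Fluorescence polarization was read for both dyes.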
Tb PGK inh: qHTS Assay to Find Inhibitors of Phosphoglycerate Kinase | Potency, µM (top dose mostly 57.5 µM), for the others: at the top dose activity change, negative = inhibition, most hits filed as inhibitors | Phosphoglycerate kinase, glycosomal (Trypanosoma brucei brucei), P07378 | PGK/GAPDH coupled, Kinase-Glo luminescence, 60 min | actives 0.043% (n = 380,000); note: potency is the fitted concentration of half-maximal effect; % is set by controls: 0 for no effect and ±100 for the full control effect; nearly all actives have a fitted effect of over 60% in size
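Luminescent ATP detection (Kinase-Glo Plus) follows a 60-minute room-temperature incubation, with wells lacking PGK as controls. Buffer: 100 mM TEA (pH 7.6), 5 mM MgCl2, 0.01% Tween-20. Coupling enzyme GAPDH (100 nM final) supplies unstable 1,3-BPG in-well.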
G9a block: qHTS Assay for Inhibitors of Histone Lysine Methyltransferase G9a; G9a H3K9 monomethylation, AlphaScreen, 2 h; Potency, µM (top dose mostly 102 µM), for inactives: at the highest dose activity, negative = inhibition, hits mostly inhibitors; actives 8.8% (n = 350,000); note: potency is the fitted concentration of half-maximal effect; % is set by controls: 0 for no effect and ±100 for the full control effect; nearly all actives have a fitted effect of over 75% in size
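Chemiluminescent proximity detection of H3K9 monomethylation, read after 10 min bead incubation in the dark. Reaction: 20 nM G9a, 500 nM biotin-H3K9 peptide, 20 uM SAM cofactor, 2 h, room temperature, following 15 min enzyme-compound preincubation.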
The depositor's hits bear a star; i = inactive; u = inconclusive; x = no result given; [ ] = dose if it differs, or a comment. Unless noted, calls come from the whole dose curve; as a rule, active = well fitted curve in the direction sought with a large enough effect; inconclusive = small, poorly fitted or top-dose-only effect, or another doubt; inactive = no such curve, though single readings can be large; an effect the other way counts as inactive or inconclusive. This is a random part of the collection; any-hit rate near 11%.

SMILES	BAZ2B block	PI4K2A block	GLS inhibitor	HP1b chromo inh	JMJD2A Tudor	Pin1 inhibitor	ERG-DNA inh	Tb PGK inh	G9a block
Cn1c(=O)c2c(nc(NCc3cccnc3)n2Cc2ccccc2Cl)n(C)c1=O	-8%	-2	0%	36%[activator]	-15%	6%	-1%	1%	x
Cc1ccc(C)c(OCCC(=O)Nc2ccc3c(c2)OCO3)c1	-29%	5	-5%	14%	-8%	-1%	12%	-8%	32%[activator][12.7 µM]
Cc1ccc(NS(=O)(=O)c2ccc3[nH]c(=O)sc3c2)cc1	8%	-7	3%	37%	1%	2%	13%	i	-38%
O=C(Cn1cccc1)N1CCc2ccccc21	u	9	-3%	2%	-21%	3%	3%	-2%	u
CCN(Cc1ccccc1)S(=O)(=O)c1cc(Br)cc2c1N(C(=O)C1CC1)CC2	5%	0	0%	16%	-19%	42%[activator]	7%	i	-4%[59 µM]
CCOC(=O)c1cnc2ccc(OCC)cc2c1N1CCN(c2ccccc2)CC1	u	4	10%	-13%	u	u	7%	-7%	u
O=C(Nc1ccc2nc(-c3ccco3)[nH]c2c1)c1cccs1	u	-1	1%	17%	-16%	3%	-15%	-2%	14µM*
O=C(CSc1nc2ccccc2c(=O)n1CCCN1CCOCC1)NCCc1ccccc1	x	-6	-2%	37%	-12%	5%	9%	2%	x
COc1ccc(N2C(=O)CC(N3CCOCC3)C2=O)cc1 (stereo unspecified)	3%	3	-1%	58%	-3%	-1%	-12%	-8%	u
CC(=C\C(=O)O)/C(=C/c1ccco1)C(=O)O	-25%	-5	-9%	54%[activator]	-34%	-22%	12%	-8%	45µM*
CC1CN(C(=S)Nc2ccccc2F)CC(C)O1 (stereo unspecified)	4%	-4	-3%	57%[activator]	-10%	6%	0%	-3%	u
O=C(Nc1cccc(F)c1)C1CC(=O)N(c2ccc(Br)cc2)C1 (stereo unspecified)	-1%	1	-16%	8%	-19%[11.4 µM]	1%	5%	-1%	-38%
COc1ccc(CNC(=O)CCCn2c(=O)c3cccn3c3ccc(F)cc32)cc1OC	-11%	0	-3%	46%[activator]	3%	4%	6%	9%	-8%[59 µM]
O=C(C1CCN(S(=O)(=O)c2cccs2)CC1)N1CCN(Cc2ccccc2)CC1	x	5	0%	18%	-14%	2%	16%	i	u
CC(C)(C)C1C/C(=C/c2ccccn2)C(=O)/C(=C/c2ccccn2)C1 (stereo unspecified)	u	3	-18%	15%	-10%[11.4 µM]	-9%	2%	-2%	u
O=C(Nc1c2c(nn1-c1ccc([N+](=O)[O-])cc1)CS(=O)(=O)C2)C1CC1	-11%	5	2%	22%	-15%	-1%	6%	-3%	10%
COc1ccccc1C(=O)NC(=S)N1CCc2ccccc21	-36%	-9	21%	1%	u	-1%	8%	-1%	45µM*
CC(C)CCNC(=O)c1ccc(Cn2c(SCC(N)=O)nc3ccccc3c2=O)cc1	4%	1	-11%	23%[57 µM]	-4%	1%	3%	-6%	-2%[59 µM]
C=C1C(=O)OC2C=C(CO)C3OC3C3OC3(C)CC(OC(=O)/C(=C/C)COC(C)=O)C12 (stereo unspecified)	x	-2	6%	38%[activator]	-10%	2%	-14%	0%	x
COC(=O)COc1cccc2c(=O)n(CC(=O)N3CCC(C)CC3)ccc12	-1%	-3	0%	-9%	-14%	-4%	2%	-6%	0%
COc1ccc(-c2nc(CCNS(=O)(=O)c3ccc4c(c3)OCCO4)cs2)cc1	0%	-1	1%	27%	-13%	9%	-3%	i	-51%[59 µM]
COc1cc(NC(=O)Cn2ccc3ccccc3c2=O)cc(OC)c1OC	-14%	-1	2%	30%	-9%	u	0%	-2%	-34%[59 µM]
COc1cccc(N2C(=O)CC(N3CCN(c4ccc([N+](=O)[O-])cc4)CC3)C2=O)c1 (stereo unspecified)	-11%	-4	2%	10%	-24%	-7%	0%	-10%	u
CC(=O)Nc1ccc(NC(=O)Nc2ccc3c(c2)N(C)C(=O)CS3)cc1	-7%	2	2%	16%	-1%	2%	15%	0%	-13%
COc1ccc2nc(C)cc(SCC(=O)N/N=C/c3ccc(O)c(O)c3)c2c1	u	-4	u	-5%	-30%	u	-3%	u	35µM*
Continuation.
SMILES	BAZ2B block	PI4K2A block	GLS inhibitor	HP1b chromo inh	JMJD2A Tudor	Pin1 inhibitor	ERG-DNA inh	Tb PGK inh	G9a block
C/C(CC(=O)NC1CCCC1)=N\NC(=O)c1ccc([N+](=O)[O-])c(Cl)c1	-5%	4	9%	18%	-20%	12%	-6%	i	5%[59 µM]
COc1cc2c(=O)c(S(=O)(=O)c3ccc(C)cc3)cn(Cc3cccc(C)c3)c2cc1OC	-21%	1	1%	39%	u	45%[activator]	3%	-3%	-5%[59 µM]
O=C(Nc1ccnn1C1CCN(C2CCCC2)CC1)c1ccccc1Cl	-1%	7	1%	16%	-9%	-7%	3%	i	-13%
O=C(CCc1nnc2ccc(NCc3ccccc3Cl)nn12)NC1CCCC1	-5%	4	-9%	42%[activator]	-10%	6%	1%	i	14%
N#CCCN(Cc1ccccc1)C(=O)Nc1ccc(F)cc1	-1%	0	20%	37%	3%	1%	-5%	i	12%
COc1ccc(S(=O)(=O)N2CCc3ccccc32)cc1C(=O)NCCc1ccc(S(N)(=O)=O)cc1	x	11	-7%	31%	-16%	5%	-3%	2%	x
O=C(NCCN1CCOCC1)c1cn(CCc2ccccc2)nn1	6%	-1	-8%	51%[activator]	-19%	5%	3%	-5%	2%
COc1ccc(-n2ncc3c(N4CCC(C(N)=O)CC4)ncnc32)cc1	-5%	-5	-4%	35%	-3%	1%	7%	-13%	-4%[59 µM]
CN1/C(=C\C(=O)Nc2cccnc2)c2ccccc2CC1(C)C	-5%	9	-5%	1%	u	-4%	-9%	-8%	-11%[59 µM]
O=C(Nc1ccc(N2CCN(C(=O)c3ccco3)CC2)cc1)C(c1ccccc1)c1ccccc1	-38%	-2	19%	4%	-27%	6%	-3%	i	3%[2.33 µM]
O=C(O)c1c2c(nc3ccc(F)cc13)CCC2	6%	4	15%	14%	-12%	-10%	5%	-8%	-22%[59 µM]
CCC(=O)NS(=O)(=O)c1cccnc1Nc1ccccc1Cl	-9%	4	10%	24%	-18%	-2%	-10%	-3%	-1%[2.33 µM]
CC(C)c1c(Cl)c(O)c(-c2ccccc2)c(=O)n1-c1ccc(F)cc1	-11%	-9	1%	-15%	20µM*	-1%	-10%	-4%	45µM*
CC(C)COCc1ccc(O)c2ncccc12	25µM*	-3	-1%	16%	45µM*	-1%	9%	i	-11%[59 µM]
O=C(N[C@@H]1C/C=C\C[C@@H](CC(=O)N(CCO)Cc2ccccc2)C(=O)NC[C@H](c2ccccc2)OC1=O)OCC1c2ccccc2-c2ccccc21	x	-5	0%	76%[activator]	-11%	6%	0%	i	x
CCC(C(=O)OCC(=O)c1ccc2c(c1)NC(=O)CO2)c1ccccc1 (stereo unspecified)	x	-2	-6%	9%	-26%	-2%	16%	-5%	u
O=[N+]([O-])c1ccccc1S(=O)(=O)n1cnc2ccccc21	-30%	0	15%	6%	-23%	-15%	1%	4%	-2%
COc1ccc(C(=O)Cn2cnc3ccccc3c2=O)c(OC)c1	-27%	0	3%	30%	0%	0%	0%	-7%	x
